NR5A2 inv ag: inverse agonists of human LRH-1 (NR5A2) | HEK293T StAR-luciferase reporter, LRH-1 transfected, 24 h | 0.13% of 360,000 active | inhibition, % at 3.6 µM | AID 602396 | O00482;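 active = inhibition above the mean inhibition of all tested compounds plus 3 SD, cut at about 73% in these data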;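 also: 0% = DMSO wells and 100% = reporter-only cells lacking LRH-1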
Exocytosis inh: blocks lytic granule exocytosis. TALL-104 LAMP-1 surface exposure, flow cytometry; cells stimulated with thapsigargin and PMA. inhibition, % at 10 µM. 0.66% of 360,000 active. AID 651702;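 active = inhibition above about 55%, limit read from the data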
NR2F2 inh: blocks human COUP-TFII nuclear receptor | P24468 | HEK293T NGFI-A luciferase reporter, luminescence | inhibition, % at 8.6 µM | 0.7% of 370,000 active | AID 686940;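 active = inhibition above a per-plate cutoff, mean inhibition of test wells between control levels plus 3 SD, cut at about 38% in these data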;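 also: cells cotransfected with COUP-TFII expression vector driving the NGFI-A reporter; 0% = median of COUP-TF2 test wells and 100% = reporter-only cells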
NOD2-RIPK2 inh: inhibitors of human NOD2-RIPK2 interaction; 0.38% of 360,000 active; inhibition, % at 4.98 µM; AID 624267; CHO BLA complementation NOD2-RIPK2, CCF4 ratio; in the data active = inhibition above about 21%;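 also: 0% = vehicle only and 100% = reference blocker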
NCOA1 inh: inhibits human SRC1 coactivator; Q15788; HEK293 GAL4-SRC1 luciferase reporter, luminescence; inhibition, % at 3.6 µM; 0.12% of 360,000 active;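 active = inhibition above the campaign mean plus 3 SD, with each screening campaign given its own cutoff, cut at about 60% in these data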;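 also: 0% = DMSO treated cells and 100% = gossypol at 36 µM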
SRC3 inh: human NCOA3 inhibition | 0.17% of 360,000 active | AID 588352 | inhibition, % at 3.6 µM | HEK293 GAL4-SRC3 luciferase reporter, luminescence | Q9Y6Q9;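 active = inhibition above a per-campaign cutoff, the mean of all compounds plus 3 SD, cut at about 60% in these data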;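 also: 0% = DMSO-treated cells and 100% = gossypol-treated cells at 36 µM; higher means less SRC3-driven luciferase light from the GAL4 reporter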
TLR9-MyD88 inh: TLR9-MyD88 interaction inhibition. Q9NR96+Q99836. CHO BLA complementation TLR9-MyD88, CCF4 FRET ratio. inhibition, % at 4.98 µM. 0.21% of 340,000 active;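 active = inhibition above the mean over all tested compounds plus 3 SD, cut at about 21% in these data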;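 also: 0% = DMSO only wells and 100% = clavulanate BLA inhibitor control wells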
TROY signal inh: inhibitors of TROY-dependent NF-kB signaling. Q293 LMP1-TROYcd NF-kB luciferase reporter, 4 h. inhibition, % at 10 µM. 0.98% of 360,000 active;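 active = compounds whose plate-normalised and pattern-corrected inhibition of the luciferase reporter signal at the single screening dose is 50% or more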
TWEAK Fn14 block: inhibitors of TWEAK-Fn14 interaction signaling; 2% of 360,000 active; inhibition, % at 10 µM; TWEAK-stimulated Fn14 reporter cells, luciferase luminescence, 8 h; in the data active = inhibition above about 50%
ABHD5 PLIN5 PPI: blocks binding of human ABHD5 to perilipin-5 | Q00G26+Q8WTS1 | Split G. princeps luciferase complementation, luminescence, 4 h | inhibition, % at 4 µM | 0.78% of 360,000 active;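 active = inhibition above the mean inhibition across every tested compound plus 3 SD, cut at about 22% in these data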;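 also: 0% = DMSO only wells and the 100% control is not disclosed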
Target sequence (Q00G26 whole entry, looked up): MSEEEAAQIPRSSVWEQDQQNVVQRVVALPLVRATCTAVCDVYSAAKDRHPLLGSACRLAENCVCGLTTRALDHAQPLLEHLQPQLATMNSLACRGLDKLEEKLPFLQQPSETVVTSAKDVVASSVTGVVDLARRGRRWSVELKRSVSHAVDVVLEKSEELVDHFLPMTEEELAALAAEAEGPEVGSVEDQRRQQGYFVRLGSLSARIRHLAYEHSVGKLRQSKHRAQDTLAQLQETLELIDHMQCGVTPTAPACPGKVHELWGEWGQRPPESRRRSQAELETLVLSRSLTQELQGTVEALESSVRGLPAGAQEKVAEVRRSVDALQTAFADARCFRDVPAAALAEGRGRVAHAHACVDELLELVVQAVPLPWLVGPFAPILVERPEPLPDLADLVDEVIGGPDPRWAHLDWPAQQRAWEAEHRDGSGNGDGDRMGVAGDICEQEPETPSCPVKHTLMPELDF
Target sequence (Q8WTS1 whole entry, looked up): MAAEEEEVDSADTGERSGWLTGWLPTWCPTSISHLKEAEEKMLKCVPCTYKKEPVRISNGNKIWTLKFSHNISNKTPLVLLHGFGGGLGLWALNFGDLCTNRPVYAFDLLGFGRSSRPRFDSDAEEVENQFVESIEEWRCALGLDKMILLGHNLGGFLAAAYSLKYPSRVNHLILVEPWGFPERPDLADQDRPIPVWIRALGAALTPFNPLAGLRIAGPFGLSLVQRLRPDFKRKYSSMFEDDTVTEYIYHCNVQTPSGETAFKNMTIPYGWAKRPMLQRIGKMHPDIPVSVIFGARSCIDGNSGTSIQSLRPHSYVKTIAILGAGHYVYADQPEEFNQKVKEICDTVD
NCOA2 inhibitor: inhibits human steroid receptor coactivator 2; HEK293 GAL4-SRC2 luciferase reporter, luminescence; inhibition, % at 9 µM; 0.17% of 370,000 active; AID 651957;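 active = inhibition above the mean inhibition of all tested compounds plus 3 SD, set per campaign, cut at about 52% in these data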;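 also: 0% = DMSO treated cells and 100% = cells given Gossypol at 36 µM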
An asterisk follows results filed as active; · = not tested or not shown.

structure	NR5A2 inv ag	NR2F2 inh	ABHD5 PLIN5 PPI	Exocytosis inh	TWEAK Fn14 block	NCOA1 inh	NCOA2 inhibitor	TROY signal inh	NOD2-RIPK2 inh	SRC3 inh	TLR9-MyD88 inh
CCc1ccc(-n2nc3cc(C)c(N)cc3n2)cc1	-141	-54	-19	11	17	-111	-39	9	5	-146	-2
N#C/C(=C\c1cccnc1)C(=O)Nc1cccc2ccccc12	3	-13	2	0	-22	-2	8	8	-5	1	-1
CCn1c(=O)cc(OCC(=O)NCc2ccco2)c2ccccc21	0	-16	17	-1	-3	-3	-76	-9	1	-12	-2
CC1(C)Cc2c(c(-c3ccco3)[nH]c(=O)c2C#N)CO1	-9	10	0	-2	-38	-3	14	-19	-3	2	4
CC(=O)c1ccccc1C(=O)NCc1cccnc1	-8	-10	2	1	-5	-62	-14	24	-12	16	-1
O=S(=O)(c1cccc(-c2n[nH]c(=S)n2-c2cccc(C(F)(F)F)c2)c1)N1CCOCC1	3	18	-13	-3	-7	-2	2	-15	-19	16	-9
CSc1cccc(NC(=O)CN(C)S(=O)(=O)c2cnc[nH]2)c1	-9	-9	5	-4	5	-17	2	-46	11	4	-1
Cc1cn([C@H]2C[C@H](O)[C@@H](/C=C/C(=O)NCCc3cccnc3)O2)c(=O)[nH]c1=O	8	23	-5	-1	-8	9	-1	6	-14	21	·
Cc1cc(C)cc(NC(=O)NCC(O)COc2ccc([N+](=O)[O-])cc2)c1 (stereo not given)	-7	-4	-4	-2	-5	11	8	-7	-8	18	5
CCOC(=O)c1[nH]c2ccc(F)cc2c1NC(=O)CCN1CCOCC1	2	4	-2	11	0	-6	-17	-4	-10	-3	6
CCc1nnc(NC(=O)CSc2nnc(C3CCCCC3)n2-c2ccccc2)s1	-6	11	-6	-2	-9	6	-3	5	-11	-8	-7
CC(C)(C)c1ccc(N2C(=N)SCC2=O)cc1	6	-3	1	2	-5	-2	-12	6	-3	15	4
Cn1c(CNC(=O)CNC(=O)Cc2ccc(F)cc2)cc(=O)n(C)c1=O	-11	3	2	-2	-18	-10	-14	4	-2	3	1
Cc1cccc(C(=O)NC2CCN(S(=O)(=O)c3cccc(F)c3)CC2)c1	0	1	0	3	15	-20	0	5	1	-18	-5
COc1ccc2c(c1O)-c1ccccc1CCN(C)C2	-18	-5	-2	-2	-8	-3	6	12	0	10	3
CC(C)C[C@H]1CN=C(Nc2ccccc2)N1CC(C)C	-1	1	6	-8	-7	0	-21	0	-15	-5	-9
COc1ccc(NC(=O)NC23CC4(C)CC(C)(CC(C)(C4)C2)C3)cc1	-27	24	-1	0	-1	11	-2	20	-4	8	-2
O=C(Nc1ccc(N2CCOCC2)cc1)c1cc2ccccc2o1	-186	-23	4	-2	8	-86	-80	-61	-2	-82	-2
Cc1c(Cl)cccc1NC(=S)/C(=C(\[O-])c1ccc(Cl)s1)[n+]1ccccc1	7	11	-4	-5	11	6	10	-11	-14	12	0
CCOC(=O)c1c(N2C(=O)C3CC(C)=C(C)CC3C2=O)sc(C)c1C (stereo not given)	-4	14	7	-1	7	16	0	-4	3	10	-13
CCn1c(-c2cccnc2Cl)nc2cc(C)c(C)cc21	5	5	3	0	-6	-28	-5	-16	8	15	1
CS(=O)(=O)N1CCN(c2ccc([N+](=O)[O-])c3cccnc23)CC1	28	-18	2	-5	-4	-20	-3	10	-4	8	-3
C[C@@H]1CN([C@H](C)CO)C(=O)c2cc(NC(=O)C3CCCCC3)ccc2O[C@@H]1CN(C)Cc1ccncc1	2	-11	-18	-3	2	-18	-3	-2	-4	12	7
CC(C)CCNC(=O)C1CC2Cn3c(nc4cc(Cl)c(Cl)cc43)C2N1C (stereo not given)	-1	-4	3	62*	-2	-3	-1	3	0	-14	-7
CCOc1ccc(C(C)NC(=S)NC2CCCCC2)cc1 (stereo not given)	-2	7	-3	0	18	7	-22	-8	4	18	-4
CCN1CCN(CCCNc2ncnc3nc[nH]c23)CC1	17	-1	4	5	-1	-7	7	-11	-2	11	-3
COc1cc2[nH]c(=O)n(Cc3ccc(C(=O)NCCCN4CCC(C)CC4)cc3)c(=O)c2cc1OC	11	-16	4	4	12	-17	-6	6	-3	16	-9
O=C(c1c[nH]c2ccc(F)cc2c1=O)N1CCCCCC1	-3	-5	4	-3	-10	-7	-5	-10	1	17	8
CC(/C=N/NC(=O)c1cc(-c2ccc(Cl)cc2)nc2ccccc12)=C\c1ccco1	7	-5	2	-3	6	-4	20	-14	-3	-1	-2
Cc1ccc(NC(=O)[C@H](Cc2ccccc2)NC(=O)C2CCNCC2)cc1	4	0	3	-2	2	2	-3	2	-8	4	-6
CCOc1ccccc1N1CCN(C(=O)c2c(CC)noc2C)CC1	-5	24	2	0	1	6	-3	4	-1	-20	-4
O=C(NC1C2CC3CC(C2)CC1C3)C1CCCCC1 (stereo not given)	0	15	7	3	-1	-7	9	10	-5	-12	-8
COC(=O)c1nc2cc3c(cc2c(C)c1C(=O)OC)OCO3	0	-14	1	0	8	-23	-3	-5	0	-24	4
CN(C)CCN(C(=O)/C=C/c1cccs1)c1nc2c(F)cc(F)cc2s1	15	-10	11	65*	36	4	19	4	-3	23	8
CC(C)(C)C(=O)Nc1ccc(NC(=O)C(C)(C)C)cc1	-17	5	-2	-5	-5	-19	-4	-33	0	1	1
COc1ccc(NC(=S)Nc2cccc(C)n2)cc1	-44	-5	-7	6	-2	-18	12	-12	-3	4	·
Cc1ccccc1N1CCN(CCN2C(=O)CC(=C3c4ccccc4-c4ccccc43)C2=O)CC1	20	18	7	-1	1	-2	-8	12	-2	-1	2
CCC(C)NC(=O)c1cn(-c2cccc(OC)c2)c(=O)c2ccccc12 (stereo not given)	5	9	1	-4	-21	-24	-24	14	-9	3	8
Cc1ccc(S(=O)(=O)N2[C@@H](CO)CO[C@H]2CC(=O)c2cccc3ccccc23)cc1	17	-27	2	-7	·	·	-17	·	-6	·	·
CCCc1nc2c(c(=O)c3ccccc3n2C)c(=O)n1C1CCCCCC1	1	1	0	-1	3	0	19	33	4	-1	-6
COc1ccc(NC(=O)CC2C(=O)N(C)C(=S)N2Cc2cccs2)cc1 (stereo not given)	0	-2	-5	8	16	-23	22	-5	-12	15	-2
CN(C)S(=O)(=O)c1cccc(NC(=O)COC(=O)COc2ccc(Br)cc2)c1	10	-9	1	2	8	8	-33	-5	-6	-11	2
O=C(Nc1ccc(F)cc1)N(CCCN1CCOCC1)Cc1cc2cc3c(cc2[nH]c1=O)OCO3	12	-13	2	-2	-6	-5	-31	-3	6	-2	-4
NS(=O)(=O)c1ccc(NC(=S)Nc2nn(Cc3ccc(Cl)cc3Cl)cc2Cl)cc1	1	14	3	-3	15	-105	14	7	5	20	-8
Cc1c(NC(=O)C(C)OC(=O)c2nc(Cl)ccc2Cl)c(=O)n(-c2ccccc2)n1C (stereo not given)	-3	4	3	-17	21	-7	-13	-1	-4	-3	4
COc1ccc(Nc2nc(-c3sc(C)nc3C)cs2)cc1	-13	-11	-11	82*	8	6	3	22	-1	-2	-1
Cc1cc(C)cc(NC(=O)CSc2ccccc2)c1	-11	-10	1	0	-16	-15	-36	-27	-5	-8	4
CCN(CCCNC(=O)C1CCN(S(=O)(=O)CC)CC1)c1ccccc1	6	-1	-8	-1	-8	-3	-31	0	-4	-26	2
CSc1ccccc1NC(=O)CN(C)Cc1ccc(Br)cc1	9	4	-3	-1	-18	12	-9	13	2	10	2
CCSc1nnc(NC(=O)NC(C)(C(F)(F)F)C(F)(F)F)s1	10	0	-7	3	-20	10	16	-8	-7	-3	2

More structures follow.
structure	NR5A2 inv ag	NR2F2 inh	ABHD5 PLIN5 PPI	Exocytosis inh	TWEAK Fn14 block	NCOA1 inh	NCOA2 inhibitor	TROY signal inh	NOD2-RIPK2 inh	SRC3 inh	TLR9-MyD88 inh
COc1ccc(S(=O)(=O)Nc2ccc(F)cc2F)cc1C(=O)N1CCOCC1	-10	20	1	-6	2	9	-2	-23	3	1	-3
CC1=CCC(C(C)(C)NC(=O)c2ccccc2)C/C1=N\O (stereo not given)	-7	-5	0	6	-7	-5	6	8	-10	10	-6
Clc1ccc(C2=NNC(=NCc3ccccc3)SC2)cc1	-8	16	-7	0	-26	2	-18	-50	5	0	3
O=C(NCc1ccccc1)c1ccc(C(=O)NCc2ccccc2)cc1	3	2	7	0	-9	-20	-3	-7	-1	2	-2
CC1CCCCN1C(=O)CN1CCC(c2nc3ccc(Cl)cc3[nH]2)CC1 (stereo not given)	14	-5	2	9	-7	-3	8	7	-1	8	5
CC(=O)N(C)C1(c2nnnn2CCOC(=O)Nc2ccc(Cl)cc2)CCCCC1	5	4	-8	-1	4	12	-14	7	11	14	0
C=CCNC(=O)c1onc(CSc2nc3ccccc3[nH]2)c1C(=O)NCC=C	-5	4	4	7	4	-4	1	2	2	-4	-7
CCOc1ccc(C(=O)COC(C)=O)cc1	-6	-7	-3	4	-11	6	-3	-54	-7	-23	4
COc1cccc(C(=O)COc2cccc(NC(=O)c3ccco3)c2)c1	-6	17	2	2	-13	-12	0	-17	-2	-5	-1
COc1ccccc1NS(=O)(=O)c1ccc(C(=O)NCCCN2CCCC2=O)cc1	-9	-8	3	6	13	-17	-2	4	-17	-19	-8

The final two compounds of the section before are carried over, then new ones follow.
structure	NR5A2 inv ag	NR2F2 inh	ABHD5 PLIN5 PPI	Exocytosis inh	TWEAK Fn14 block	NCOA1 inh	NCOA2 inhibitor	TROY signal inh	NOD2-RIPK2 inh	SRC3 inh	TLR9-MyD88 inh
COc1cccc(C(=O)COc2cccc(NC(=O)c3ccco3)c2)c1	-6	17	2	2	-13	-12	0	-17	-2	-5	-1
COc1ccccc1NS(=O)(=O)c1ccc(C(=O)NCCCN2CCCC2=O)cc1	-9	-8	3	6	13	-17	-2	4	-17	-19	-8
Cc1ccc(S(=O)(=O)n2nc(C)cc2N)cc1	0	16	2	2	8	-16	-25	5	4	19	2
Cc1sc(NC(=O)CCC(=O)O)c(C(N)=O)c1-c1ccccc1	-1	-9	-4	5	-3	-6	-7	-21	-1	5	1
COC(=O)c1ccc(CSc2nc(C)nc3c2c(=O)n(C)c(=O)n3C)o1	3	-10	-3	0	-1	-20	4	0	-9	1	-10
COc1ccc(S(=O)(=O)N2CCN(C(=O)c3ccccn3)CC2)cc1	10	6	6	20	-14	-9	-19	-4	4	16	-2
c1ccc(CNc2c3ccccc3nc3ccccc23)cc1	24	5	7	61*	-30	35	-190	-57	-10	39	-4
COC(=O)c1ccc(CN2CCCC(CCC(=O)NCc3ccc(C)o3)C2)cc1 (stereo not given)	5	6	5	-4	-2	-17	-25	-3	-6	4	4
O=C(COc1ccc2c3c(c(=O)oc2c1)CCCC3)NCc1cccnc1	17	15	11	-14	6	12	-1	-6	-7	8	-6
C=CCNc1ccc(C(=O)O)cc1	-14	0	0	12	6	-2	-5	-9	12	15	-4
O=C(Nc1ccccc1N1CCOCC1)c1csc2c1CCCC2	0	-14	-2	-1	-13	-11	1	-17	5	-7	-4
CC(=O)c1ccc(OC(=O)CCNC(=O)c2ccccc2)cc1	5	0	0	4	10	16	14	19	-7	18	-12

Screening results: PubChem, several laboratories

Not all compounds are listed. The share of hits here may be higher or lower than overall.
